Screening data deposited in PubChem BioAssay by Broad Institute.
Cneo AK release: Cryptococcus neoformans cell lysis inducers, primary screen, AK release luminescence, single concentration; 0.2% of 360,000 active; lysis activity, % at 15 µM; C. neoformans lysis, adenylate kinase release luminescence, 4 h; normalised: neutral wells 0, clomiphene wells 100;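 active = mean lysis activity across replicates of at least 80%, whatever share of replicates individually reach that level; inactive = mean lysis activity below 80%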
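Material – Cryptococcus neoformans yeast cells · Quantity – 5 × 10^6 yeast cells/mL · Buffer or medium – YPD medium · Compound – single dose · Timing – 4 h static compound exposure, 37 °C, read 1 h post-reagent · Signal – adenylate kinase release luminescence · Read-out basis – lysis from increased AK signal · Benchmarks – Clomiphene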
PGC1a acetyl inh: inhibitors of PGC1a acetylation signal, primary screen, cell-based, U2OS, AlphaScreen, inhibitor mode | inhibition, % at 15.6 µM | AlphaScreen anti-acetyl-lysine; with virally co-expressed GCN5 acetyltransferase | 0.17% of 350,000 active;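 active = every replicate shows inhibition of at least 40%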;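 note: 0% = neutral control wells and 100% = positive control wells; some results beyond the cut were filed as inactive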
Statin myotox sup: suppressors of statin myotoxicity in C2C12 myotubes, primary screen, cell-based, single point, plate reader | C2C12 myotubes + simvastatin, ATP luminescence, 48 h; scaled: DMSO 0, geranylgeraniol control 100 | rescue of ATP level, % at 7.49 µM | 0.78% of 330,000 active;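 active = mean ATP rescue above about 67%, or every replicate alone reaching that limit, limit read from the data, passing the limit was not always enough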;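 note: myotubes were challenged with 10 µM simvastatin during compound exposure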
LGR2 inh: inhibitors of bursicon-induced LGR2 CRE-luciferase signal, primary screen, cell-based, HEK293, CRE-luciferase reporter, bursicon stimulation; 0.35% of 380,000 active; bursicon-stimulated, 4 h; inhibition, % at 9.99 µM; Drosophila bursicon receptor LGR2 (rickets);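 active = drop in luminescence signal, shown as inhibition above about 50% in the replicate tests, limit read from the data, passing the limit was not always enough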;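 note: agonist challenge used bursicon conditioned medium at about half maximal strength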
PglD DTNB: C. jejuni PglD acetyltransferase inhibitors, primary screen, biochemical, DTNB colorimetric, single point. UDP-N-acetylbacillosamine N-acetyltransferase PglD (Campylobacter jejuni). purified PglD enzyme, DTNB colorimetric CoA detection. inhibition, % at 12.5 µM. 0.098% of 360,000 active. AID 602405, 2012; in the data active = inhibition above about 16%, passing the limit was not always enough; note: strong numbers were not always called active
PAX8 inh HTS: inhibitors of PAX8-driven TPO luciferase reporter, primary screen, RMG-I cells, single concentration; 1.2% of 360,000 active; inhibition, % at 12.6 µM; SteadyGlo, 24 h; AID 652154, 2013;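 active = mean replicate inhibition at least 60% with every replicate also reaching 60%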;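 note: luciferase light reporting Pax8 driven TPO promoter activity; plate controls were median of neutral control wells for no effect and mitoxantrone controls for full effect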
GSIS activator: GLuc luminescence reporter in INS-1E cells, primary screen for activators of glucose-dependent secretion of insulin | INS-1E GLuc reporter insulin secretion, 2-3 h | activation, % at 16.6 µM | 0.61% of 370,000 active | AID 743287, 2014;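 active = lowest replicate activation of at least 40%, so every replicate reaches that level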;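 note: 0% = median of neutral control wells and 100% = median of IBMX positive control wells; some compounds called inactive have numbers as strong as hits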
ARNT TACC3 PPI: disruptors of ARNT/TACC3 protein interaction, primary screen, biochemical, AlphaScreen, single concentration; 0.66% of 390,000 active; AlphaScreen His-ARNT PAS-B/GST-TACC3 binding, luminescence; TACC3 fragment carries E629A point mutation; Transforming acidic coiled-coil-containing protein 3 (Homo sapiens), Q9Y6A5; AID 623870, 2012; inhibition, % at 9.99 µM;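 active = mean inhibition of replicates at least 50% and at least half of replicates each reaching 50%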;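 note: 0% = complete ARNT plus TACC3 wells and 100% = ARNT alone without TACC3; many hits fall short of the cut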
Numbers without * were called inactive; · = not tested or not shown; & = joins results of further samples.

SMILES	Cneo AK release	PGC1a acetyl inh	Statin myotox sup	LGR2 inh	PglD DTNB	PAX8 inh HTS	GSIS activator	ARNT TACC3 PPI
NC12CC3CC(CC(C3)C1)C2	1	-2	-5	15	3	9	20	-2
O=C(NCCCC1CCCC1)C1CCC(=O)N(Cc2cccc(C(F)(F)F)c2)C1 (stereo not drawn)	2	-14	6	-1	0	-6	-41	2
COc1ccccc1C#Cc1ccc2c(c1)[C@H]1[C@H](CCN1C(=O)CN1CCOCC1)[C@@H](CO)N2	·	-1	·	7	·	-18	29	·
C[C@H](CO)N1C[C@H](C)[C@@H](CN(C)C(=O)NC2CCCCC2)Oc2c(NC(=O)C3CCOCC3)cccc2C1=O	1	-2	5	-13	1	-11	22	0
COc1cccc(-c2sc3ccc(OC)cc3c2-c2ccc(OCCN3CCCC3)cc2)c1	7	-5	-3	·	1	·	·	5
CN(Cc1c(C(=O)N/N=C/c2cccc(O)c2)nnn1-c1nonc1N)C1CCCCC1	3	3	-1	2	0	4	-8	-1
CS(=O)(=O)N1CCN(C(=O)c2cccnc2)CC1	-1	13	-15	3	-1	·	25	3
CC(=O)Nc1ccc(OCC(=O)NCc2ccc(C)cc2)cc1	-1	·	13	-5	-7	7	-7	-2
Cc1ccc(S(=O)(=O)Nc2ccc3c(c2)OCCO3)c(C)c1NS(C)(=O)=O	-3	-5	8	-6	1	-11	-14	-26
CCOc1ccccc1NC(=S)NC(=O)CCc1ccccc1	15	·	·	-3	10	0	-1	-2
CCOc1ccccc1C(=O)NC(C(=O)OCC(=O)NNC(=O)c1cccs1)C(C)C (stereo not drawn)	1	·	4	-7	2	-5	8	·
Cc1cc(C)cc(N2C(=O)N(c3ccccc3C)C3CS(=O)(=O)CC32)c1 (stereo not drawn)	1	22	11	-3	2	·	1	-1
Cn1c2ccccc2c2ncn(CCCN3CCOCC3)c(=O)c21	2	-2	·	·	-4	·	13	3
CCOC(=O)C(CCOc1cccc(CC)c1)C(=O)OCC	-1	0	·	·	6	·	·	-7
COc1ccccc1N1CCN(S(=O)(=O)c2cc(C)sc2C)CC1	2	·	-1	16	1	17	-23	4
CC(C)C#Cc1ccc2c(c1)O[C@@H](CN(C)C)[C@@H](C)CN([C@H](C)CO)S2(=O)=O	·	-7	5	3	·	-10	6	·
CCOc1cc(/C=C(\C#N)C(=O)Nc2ccccc2C(=O)O)ccc1OC(=O)c1ccc(C)cc1	3	-2	5	-10	0	5	-2	-3
COc1ccc(-c2ccc(SCC(=O)NC3CCCC3)nn2)cc1	1	-5	19	5	-2	-33	-7	·
O=C(C1=C[C@@H](C2CC2)C[C@@H](OCc2ccc(CO)cc2)O1)N1CCN(Cc2ccccc2)CC1	-25&0	-3	-10	15	1&-1	5&16	9	12&27
O=C(Cn1nnc(-c2ccccc2F)n1)Nc1ccc(S(=O)(=O)NC2CCCC2)cc1	0	-3	12	·	4	·	·	-16
CCCN(C)C[C@H]1Oc2cc(-c3cccc(F)c3)ccc2S(=O)(=O)N([C@@H](C)CO)C[C@H]1C	·	-14	-75	-7	·	-10	10	·
C[C@H]1CN([C@@H](C)CO)C(=O)Cc2cc(NC(=O)NC3CCCCC3)ccc2O[C@@H]1CN(C)C(=O)NC1CCCCC1	-2	-9	-2	4	-4	·	8	3
Cc1ccc(-n2nc3c(c2NC(=O)c2cccs2)CS(=O)(=O)C3)cc1C	2	-5	-2	-21	-4	-11	-6	1
CN(CC(=O)Nc1cccc(F)c1)C(=O)c1ccc(NC2CC2)c([N+](=O)[O-])c1	-2	8	-47	8	3	11	-14	4
CCOC(=O)N(C)C[C@@H]1OCc2cnnn2CCCC(=O)N([C@@H](C)CO)C[C@@H]1C	0&59	0&7	-7&-2	-1&-6	2&-4	-3&26	6&-12	-5
CCN(CC)S(=O)(=O)c1ccc(F)c(C(=O)NCCCN2CCOCC2)c1	0	4	-1	6	-2	·	18	-1
COc1cc(C2SCC(=O)N2Cc2ccccc2)cc(OC)c1OC (stereo not drawn)	1	-9	3	-17	-4	9	5	·
CCC(CC)C(=O)Nc1cccc(-c2ccc3nncn3n2)c1	-1	-6	17	-11	0	5	13	6
Cc1ccc(-c2ccc(SCC(=O)c3ccccc3)nn2)cc1	1	-11	·	-46	6	·	9	-2
O=C(Nc1cccc(F)c1)C1CCCN(S(=O)(=O)c2ccccc2)C1 (stereo not drawn)	-2	·	-1	4	2	11	-24	-20
Cc1ccc(C(C(=O)NC2CCCCC2)N(C(=O)CCCC(=O)Nc2ccccn2)c2ccc3c(c2)OCCO3)cc1 (stereo not drawn)	·	·	·	0	·	1	-6	0
C[C@@H]1CN([C@@H](C)CO)S(=O)(=O)c2ccc(C#CC3(O)CCCC3)cc2O[C@H]1CN(C)C(=O)Nc1ccc(F)cc1	-5	1	·	-7	1	·	-10	0
O=C1NC(=Nc2ccccc2)S/C1=C\c1cccs1	·	·	·	-95	·	-125	23	-1
CCC(=O)Nc1cccc(NC(=O)c2cc3ccccc3o2)c1	-5	-6	-4	-70	-1	·	-7	-3
O=C(O)/C=C/c1coc2ccccc2c1=O	·	3	-6	6	·	8	2	5
COC(=O)C(CC#Cc1ccc2c(c1)[C@]1(C(=O)N2)[C@H](c2ccccc2OCCO)N2[C@H](c3ccccc3)[C@H](c3ccccc3)OC(=O)[C@H]2[C@@H]1C(=O)N1CCN(c2ncccn2)CC1)C(=O)OC	7	-27	·	·	-3	110*	·	15
CC1(C)CN(c2ccc(F)cc2)C1=O	·	5	·	-11	·	7	-4	-7
CN(CCOc1ccc(Cl)cc1)C(=O)c1ccc2c(=O)n3c(nc2c1)CCC3	3	10	2	17	3	11	-1	1
CC(C)(C)C1CCC2(CC1)Nc1cccc3cccc(c13)N2	0	-7	1	·	5	9	·	4
CCOC(=O)N/N=C/c1cn(CCCOc2ccc(C)cc2)c2ccccc12	-4	-19	·	-102	5	-2	12	-1
COc1ccc(C(C)(O)c2nc(-c3ccc(F)cc3OC)cs2)cc1 (stereo not drawn)	-1	·	1	4	-4	18	-21	·
C/C(=N/NC(=O)CN1CCN(S(=O)(=O)c2ccc(Br)cc2)CC1)c1ccco1	·	·	·	13	·	23	-8	0
CC(C)(C)c1csc(NC(=O)c2ccncc2)n1	·	-5	·	3	·	-8	-24	-3
Cc1ccc(NC(=O)c2cc(Cl)nc3ccccc23)cc1	4	-5	-4	·	-9	18	·	-8
COc1ccc(CCC(=O)Nc2cc(S(=O)(=O)N3CCCCC3)ccc2N(C)C)cc1	0	·	-2	-1	1	-10	-6	4
COc1ccc(S(=O)(=O)N2CCN(CCO)CC2)cc1-c1nnc2c3ccccc3c(C)nn12	2	-1	1	-3	-3	2	·	0
O=S1(=O)CCOC[C@H](CC2CCCCC2)N1Cc1ccccc1	0	-4	4	·	-2	12	·	-16
COc1ccccc1N1CCN(c2ncc(C(=O)N3CCN(c4cccc(Cl)c4)CC3)c3ccccc23)CC1	·	1	·	39	·	-21	-2	5
COc1cc(CN(CC2CCCO2)C(=O)c2ccco2)cc(OC)c1OC (stereo not drawn)	-4	·	-20	12	-7	1	31	-1
CCCN(CCC)C(=O)c1cc(S(=O)(=O)N2CCCCC2)c[nH]1	-1	3	·	2	1	-11	4	-7
N#C[C@@H]1[C@@H](c2ccc(C3=CCCCC3)cc2)[C@@H](CO)N1C(=O)Cc1ccncc1	-5	-3	25	-13	1	-8	8	-3
Cc1cc(OC(=O)c2ccc(OC(C)C)cc2)c([N+](=O)[O-])c(=O)[nH]1	0	4	0	-1	3	-11	2	-5
O=C(CN1C(=O)c2ccccc2C1=O)NC1CCS(=O)(=O)C1 (stereo not drawn)	0	·	8	-19	5	11	14	·
CCCc1nc2ccc(Cl)cn2c1Cc1cccc(Cl)c1	13	2	4	-16	-4	-2	16	·
COc1ccc(S(=O)(=O)N(C)C[C@H]2Oc3ccc(NS(=O)(=O)c4ccc(F)cc4)cc3CC(=O)N([C@H](C)CO)C[C@H]2C)cc1	·	-1	13	-6	·	·	-4	·
Nc1c(Cl)cc(C2=NCCn3c2c2ccc(C(F)(F)F)cc2[n+]3[O-])cc1Cl	0	4	-3	-3	6	24	-17	30
C[C@@H]1CN([C@@H](C)CO)C(=O)Cc2cc(N(C)C)ccc2O[C@H]1CN(C)Cc1ccccc1	45	-2	24	6	-3	3	1	4
O=C(c1ccc(Cl)c(S(=O)(=O)NCc2cccnc2)c1)N1CCCC1	0	-2	3	-15	1	-7	15	-5
Cc1ccc(C(=O)NCC(=O)OCC(=O)c2ccc(C)c([N+](=O)[O-])c2)cc1	·	·	·	-7	·	-5	-9	-30
COCC(=O)N(C[C@@H]1N[C@@H](CO)[C@@H]1c1ccc(-c2cccnc2)cc1)C(C)C	-2	8	3	5	0	-11	7	4

The final 2 records of the part above open the next one.
SMILES	Cneo AK release	PGC1a acetyl inh	Statin myotox sup	LGR2 inh	PglD DTNB	PAX8 inh HTS	GSIS activator	ARNT TACC3 PPI
Cc1ccc(C(=O)NCC(=O)OCC(=O)c2ccc(C)c([N+](=O)[O-])c2)cc1	·	·	·	-7	·	-5	-9	-30
COCC(=O)N(C[C@@H]1N[C@@H](CO)[C@@H]1c1ccc(-c2cccnc2)cc1)C(C)C	-2	8	3	5	0	-11	7	4
CC(C)(C)C(=O)COC(=O)c1cc(-c2cccnc2)nc2ccccc12	·	3	·	-43	·	11	-22	-5
CCc1nnc(NS(=O)(=O)c2ccc(NC(=O)c3cc(Cl)ccc3OC)cc2)s1	-3	-3	-22	10	-7	16	0	0
CCOC(=O)C1CCCN(C(=O)c2ccc(F)c(Cl)c2)CC1 (stereo not drawn)	3	-4	-1	-4	2	3	39	·
Cc1ccc(-c2ccc3c(c2)O[C@@H](CN(C)Cc2ccccn2)[C@H](C)CN([C@H](C)CO)S3(=O)=O)cc1	2	11	-92	5	2	·	-30	9
COc1ccccc1-c1nnc(-c2ccc(F)cc2)o1	-3	2	·	-46	0	-123	7	·
CS(=O)(=O)Nc1ccc2c(c1)[C@@H]1C[C@@H](CC(=O)NCc3ccccn3)O[C@H](CO)[C@@H]1O2	22	-7	3	7	-2	-9	3	-1
O=C1CCCN1CC(O)CS(=O)(=O)Cc1ccccc1 (stereo not drawn)	2	7	-14	-7	-6	9	16	-29
CCCOC(=O)c1ccc(NC(=O)C(=O)NCCN(CC)CC)cc1	1	11	·	-25	-7	15	-7	-4
Cc1ccc(CCN2CC(C(=O)N3CCN(c4ccc(F)cc4)CC3)CC2=O)cc1 (stereo not drawn)	0	-14	24	4	-4	·	-34	-7
COc1ccc(/C=C(\CC(=O)O)c2nc3ccccc3o2)cc1	-1	6	-2	-80	-4	2	-5	-4
Cc1ccc(-c2ccc([C@H]3[C@H](CO)N4C(=O)CN(C(=O)Cc5ccccn5)C[C@@H]34)cc2)cc1	·	0	·	7	·	-2	4	·

Shown with bars between the fields: entries from further up
Compound | Cneo AK release | PGC1a acetyl inh | Statin myotox sup | LGR2 inh | PglD DTNB | PAX8 inh HTS | GSIS activator | ARNT TACC3 PPI
Nc1c(Cl)cc(C2=NCCn3c2c2ccc(C(F)(F)F)cc2[n+]3[O-])cc1Cl | 0 | 4 | -3 | -3 | 6 | 24 | -17 | 30
CS(=O)(=O)N1CCN(C(=O)c2cccnc2)CC1 | -1 | 13 | -15 | 3 | -1 | · | 25 | 3
